# Screens from PubChem BioAssay.
# DSG3 Ab inh: blocks pemphigus antibody binding to human desmoglein-3; DSG3-coupled beads, scFv-anti-DSG3-GFP binding, flow cytometry; stronger effect = lower value; P32926; binding (percent of control), % at 10 µM; 310,000 tested, 0.48% active; AID 588358;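 active = binding more than 3 SD below its plate's average and above zero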;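 note: hits lower antibody fragment binding to DSG3; some compounds called inactive have numbers as strong as hits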
# PKA-R1A activ: activators of PKA-R1A complex | PKA-R1A dissociation, Cy5-IP20 fluorescence polarization; scaled: DMSO 0%, 113 µM cGMP 100% | activation, % at 11.4 µM | 340,000 tested, 0.083% active | AID 504707;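 active = percent activation above the mean of all tested compounds plus 3 SD, cut at about 19% in these data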;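 note: higher means more PKAc released from R1A so a rise in polarization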
# MITF act: activators of MITF-driven TRPM1 promoter activity in SK-MEL-5 cells. SK-MEL-5 TRPM1-promoter luciferase, 24 h; % of positive control, neutral wells = 0. 300,000 tested, 0.75% active. activation, % at 12.5 µM. AID 588334;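 active = mean activation of at least 80% with every replicate also reaching 80%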;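 note: 0% = neutral control wells and 100% = parthenolide positive control wells; values of inactives mirror those of a sister screen read the other way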
# CDK5 inh: CDK5/p35 (human) kinase inhibition | Q00535+Q15078 | Recombinant CDK5/p35, ADP-Glo luminescence, 60 min | 330,000 tested, 0.01% active | inhibition, % at 10 µM;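 active = highest replicate inhibition of at least 50% and at least 75% of replicates reaching 50%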;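 note: plate controls were DMSO neutral control for no effect and GW8510 at 10 µM for full effect; many of its hits are not listed in these tables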
# Target sequence (Q00535 whole entry, looked up): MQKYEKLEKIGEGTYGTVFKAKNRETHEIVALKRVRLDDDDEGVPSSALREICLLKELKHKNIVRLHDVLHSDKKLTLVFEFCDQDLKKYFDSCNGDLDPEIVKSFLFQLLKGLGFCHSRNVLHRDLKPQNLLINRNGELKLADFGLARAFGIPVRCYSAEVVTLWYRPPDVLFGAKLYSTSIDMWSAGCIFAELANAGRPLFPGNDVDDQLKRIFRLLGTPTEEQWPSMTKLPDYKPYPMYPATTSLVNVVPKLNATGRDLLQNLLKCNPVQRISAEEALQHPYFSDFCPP
# Target sequence (Q15078 whole entry, looked up): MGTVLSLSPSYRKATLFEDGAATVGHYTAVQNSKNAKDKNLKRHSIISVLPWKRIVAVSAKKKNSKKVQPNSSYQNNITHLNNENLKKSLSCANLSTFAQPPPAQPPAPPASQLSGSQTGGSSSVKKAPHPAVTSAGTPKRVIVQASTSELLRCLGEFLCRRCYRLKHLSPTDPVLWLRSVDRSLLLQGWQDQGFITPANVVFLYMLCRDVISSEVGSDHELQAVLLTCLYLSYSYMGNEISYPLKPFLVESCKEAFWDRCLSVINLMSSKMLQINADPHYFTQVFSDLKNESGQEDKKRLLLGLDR
# dFosB activator: mouse delta FosB homodimer activation; P13346; purified delta FosB, TAMRA-CDK5 oligo fluorescence polarization; percent of positive-control signal above neutral wells; activation, % at 25 µM; 340,000 tested, 0.99% active; AID 493131;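 active = mean activation above about 17%, with every replicate also reaching it, limit read from the data, passing the limit was not always enough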;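 note: fluorescence polarization rise as delta FosB binds a TAMRA Cdk5 AP-1 oligo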
# SR-BI uptake up: SR-BI HDL lipid transfer activation | CHO ldlA[mSR-BI] cells, DiI-HDL uptake fluorescence, 3 h; 100 = double the neutral-control signal | activation, % at 12.5 µM | 320,000 tested, 0.096% active;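 active = mean replicate activation of at least 60% and every replicate at or above 60%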;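 note: 0% = median plate neutral-control signal and 100% = twice that signal; values of inactives mirror those of a sister screen read the other way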
#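 Material – SR-BI-overexpressing, LDLR-lacking CHO cells · Medium – BSA-supplemented, HEPES-buffered Ham's F12, pH 7.4 · Doses – single concentration · Times – compound with DiI-HDL co-incubation, 3 h at 37 °C · Measured by – bottom-read fluorescence, 550/595 nm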
# SR-BI HDL uptake: inhibitors of mouse SR-BI mediated HDL lipid uptake; ldlA[mSR-BI] CHO cells, DiI-HDL uptake fluorescence, 3 h; inhibition, % at 12.5 µM; 320,000 tested, 0.96% active;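 active = mean replicate inhibition of at least 70% and a set share of replicates each scoring 70 or more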;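 note: 0% = median of neutral control wells and 100% = median of positive control wells; values of inactives mirror those of a sister screen read the other way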
# Mot1-301 SUMO: blocks SUMOylation pathway, rescuing yeast Mot1-301 growth; S. cerevisiae Mot1-301 growth rescue, ATP luminescence, 38.5C; percent above DMSO median, 100 means doubled; growth rescue, % at 18.8 µM; 320,000 tested, 1% active;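 active = every valid replicate shows activation above 250% relative to neutral control wells; inactive = the rest, any valid replicate at or below 250%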;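 note: OY570 slx delta 5 strain wells were the positive control but not used for scaling; some compounds called inactive have numbers as strong as hits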
# Arr AP2 block: human beta-arrestin and AP2 interaction inhibition | FITC-arrestin peptide / GST-AP2 beads, flow cytometry; AP2 beta2 appendage carries R879A mutation | inhibition, % at 10 µM | 340,000 tested, 0.31% active;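 active = inhibition above a set limit, near 3 SD of compounds lacking own fluorescence, cut at about 54% in these data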;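 note: plate controls were DMSO wells for no effect and 5 µM unlabelled arrestin peptide for full effect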
#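 System: GST-AP2 R879A glutathione beads | Also added: FITC-arrestin peptide, 50 nM | Times: 12 min plus 1 h, RT | Signal: Bead flow cytometry, FITC channel | Buffer or medium: PBS with 0.05% Tween 20 and 0.1% BSA | Read-out basis: Percent drop in bead-associated FITC signal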
# PKA-R2B activ: activators of human PKA-R2B complex; AID 504700; P22694+P31323; activation, % at 11.4 µM; 340,000 tested, 0.079% active; PKA-R2B holoenzyme dissociation, Cy5-IP20 fluorescence polarization; R2B truncated from residue 108, S112A mutant; 0% DMSO only, 100% 113 µM cGMP;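 active = activation above a cutoff set at the mean over all compounds plus 3 SD, cut at about 18% in these data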;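 note: higher means more holoenzyme dissociation and a rise in polarization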
# Target sequence (P31323 whole entry, looked up, other chains not shown, the tested form may be a part): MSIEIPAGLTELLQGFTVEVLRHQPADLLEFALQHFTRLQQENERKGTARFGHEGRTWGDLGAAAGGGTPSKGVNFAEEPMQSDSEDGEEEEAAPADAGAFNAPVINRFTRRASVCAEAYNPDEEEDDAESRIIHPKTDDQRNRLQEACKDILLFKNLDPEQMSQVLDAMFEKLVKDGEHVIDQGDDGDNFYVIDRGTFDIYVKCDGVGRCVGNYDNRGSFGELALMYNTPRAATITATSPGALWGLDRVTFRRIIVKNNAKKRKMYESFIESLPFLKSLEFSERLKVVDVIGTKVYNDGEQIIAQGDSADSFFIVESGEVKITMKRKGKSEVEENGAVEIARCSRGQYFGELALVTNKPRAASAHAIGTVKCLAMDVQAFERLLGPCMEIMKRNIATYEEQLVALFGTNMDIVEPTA
# NSD2 HMT inh: NSD2 (human) methyltransferase inhibition; 310,000 tested, 0.54% active; NSD2 peptide methylation, AlphaScreen, 120 min; O96028; AID 743445; inhibition, % at 12.5 µM; in the data active = inhibition above about 50%
# The depositor's hits bear a star; / = no result given. The order is random, and some 4.7% of all compounds hit somewhere here.
# Every second line gives: DSG3 Ab inh	PKA-R1A activ	MITF act	CDK5 inh	dFosB activator	SR-BI uptake up	SR-BI HDL uptake	Mot1-301 SUMO	Arr AP2 block	PKA-R2B activ	NSD2 HMT inh
> CC(=O)CC(=O)Nc1ccc(Cl)cn1
→ 99	2	-2	0.7	-3	9	-9	-4	-12	-2	-2
> CN(CC(=O)N1CCC(C(N)=O)CC1)S(=O)(=O)c1ccc2ccccc2c1
→ 105	5	13	2.0	-1	14	-14	-2	3	-2	-2
> COc1ccc2cc3c(N)nn(C(=O)Cc4ccccc4OC)c3nc2c1
→ 98	-5	-25	-0.7	15	-30	30	-13	10	-2	/
> COC(=O)Cn1c(C)nc2c(sc3nc(C)cc(C)c32)c1=O
→ 100	5	91*	1.5	-7	1	-1	-11	-3	9	0
> CCn1ccnc1CNCc1ccc(OCC(O)CN(C)Cc2ccccc2)cc1 (configuration not stated)
→ 103	-3	0	0.8	-4	/	/	6	18	-6	-7
> Cc1onc(-c2ccccc2Cl)c1C(=O)NCc1ccc(N2CCCC2=O)cc1
→ /	10	-11	0.8	-6	31	-31	3	4	7	-1
> Cc1cc(CN2CCCC(CNC(=O)c3ccc(F)cc3)C2)cc(C)c1O (configuration not stated)
→ 112	3	-3	1.2	-7	-6	6	164	-13	7	1
> COC(=O)c1sccc1NC(=O)c1cc(-c2ccc(C)cc2)nc2ccccc12
→ 99	-6	-5	-0.2	-10	-16	16	0	8	13	0
> COc1ccccc1N1CCN(C2CCCCC2NS(=O)(=O)c2ccc(Cl)cc2)CC1 (configuration not stated)
→ /	-10	0	0.1	-11	20	-20	-17	9	6	0
> CCOc1ccc(N2CC(C(=O)Nc3nnc(SCCOC)s3)CC2=O)cc1 (configuration not stated)
→ 99	5	-3	-1.0	-13	4	-4	-8	-1	-12	-5
> Cc1cc(=O)c2ccc(Cl)cc2[nH]1
→ 99	-14	5	1.0	-2	8	-8	-21	-5	-2	/
> CC(C)Cn1cnc2c(SCc3ccccc3F)nc(N)nc21
→ 116	-9	26	-0.5	-2	-12	12	/	-3	-7	0
> C[C@H](CO)N1C[C@H](C)[C@@H](CN(C)Cc2ccc(C(=O)O)cc2)Oc2c(NS(=O)(=O)c3cn(C)cn3)cccc2C1=O
→ 99	2	8	0.4	3	15	-15	-10	36	-2	/
> Cn1cccc1/C=N/N1CCN(Cc2ccccc2)CC1
→ 110	6	3	0.1	1	9	-9	22	0	-1	/
> O=C(CSc1nc2ccccc2s1)Nc1cc(C(=O)O)cc(C(=O)O)c1
→ 106	0	-8	-0.3	-4	8	-8	-9	4	2	6
> CCN(CCCNC(=O)CC1Oc2ccc(C)cc2NC1=O)Cc1ccccc1 (configuration not stated)
→ 110	-2	-2	0.5	1	14	-14	-13	24	-10	/
> CCOC(=O)c1ccc(CNCc2ccc(C)cc2)cc1
→ 96	3	-7	0.9	-7	5	-5	1	3	2	0
> CC(C)(C)OC(=O)NCC(=O)N1CCC(C(=O)O)CC1
→ 107	-3	7	0.7	-6	-5	5	12	11	-5	/
> COc1cc(C(=O)NCc2ccc3c(c2)OCO3)ccc1OCc1c(C)noc1C
→ 98	3	-1	1.4	-2	-7	7	-8	-1	9	-1
> CCCCOC(=O)Nc1ccc(C(=O)OC)cc1
→ 107	5	64	-3.7	-6	5	-5	0	3	-1	-1

# Not a retest: entries from further up.
# Every second line gives: DSG3 Ab inh	PKA-R1A activ	MITF act	CDK5 inh	dFosB activator	SR-BI uptake up	SR-BI HDL uptake	Mot1-301 SUMO	Arr AP2 block	PKA-R2B activ	NSD2 HMT inh
> Cc1cc(=O)c2ccc(Cl)cc2[nH]1
→ 99	-14	5	1.0	-2	8	-8	-21	-5	-2	/
> CC(C)Cn1cnc2c(SCc3ccccc3F)nc(N)nc21
→ 116	-9	26	-0.5	-2	-12	12	/	-3	-7	0
> C[C@H](CO)N1C[C@H](C)[C@@H](CN(C)Cc2ccc(C(=O)O)cc2)Oc2c(NS(=O)(=O)c3cn(C)cn3)cccc2C1=O
→ 99	2	8	0.4	3	15	-15	-10	36	-2	/

# Next section:
# Every second line gives: DSG3 Ab inh	PKA-R1A activ	MITF act	CDK5 inh	dFosB activator	SR-BI uptake up	SR-BI HDL uptake	Mot1-301 SUMO	Arr AP2 block	PKA-R2B activ	NSD2 HMT inh
> Cc1ccccc1NC(=O)Cc1nc(CCl)cs1
→ /	11	-3	-0.8	-2	19	-19	-10	0	11	-1
> CCN1C/C(=N\S(=O)(=O)/N=C2\CN(CC)C(=O)N2CC)N(CC)C1=O
→ 96	-1	3	0.0	-3	/	/	-10	-16	-5	-3
> O=C(O)c1cccc(CSc2nnc(-c3ccc(Cl)cc3)o2)c1
→ 116	2	/	-1.1	-7	-13	13	164	16	-3	1
> Cc1ccccc1CN(c1ccc(C(=O)NCCC2=CCCCC2)cc1)S(C)(=O)=O
→ 108	-7	/	0.8	0	-29	29	-9	12	1	2
> O=C(NCCO)c1cccc2c1C(=O)c1ccccc1-2
→ 97	4	4	0.0	1	28	-28	-3	-6	1	-2
> COc1cc(/C=N/n2c(C)nc3ccccc3c2=O)cc(OC)c1O
→ 106	-8	0	-0.7	5	16	-16	-3	9	-12	15
> O=C(NCCCNC(=O)c1ccccn1)c1ccc(F)cc1
→ 94	0	-9	-0.8	6	/	/	-10	0	5	-2
> COc1c2ccoc2nc2c(OC)c(OC[C@@H](O)C(C)(C)O)ccc12
→ 96	-9	2	2.2	-1	-12	12	724*	6	-2	/
> Cc1ccc(-c2ccc(=O)n(CC(=O)NCCN(C)C)n2)cc1
→ 102	6	2	-0.5	-2	9	-9	11	-9	-7	3
> O=C(COC(=O)c1ccccn1)Nc1ccc(S(=O)(=O)N2CCOCC2)cc1
→ 102	-11	6	-2.3	-3	-8	8	-13	-12	-3	-1
> COC(=O)CCC(C)C1CCC2C3CCC4CC(O)CCC4(C)C3CC(O)C12C (configuration not stated)
→ 102	-4	-1	-1.6	-8	6	-6	/	22	-11	/
> CCN1C2=NCCCN2c2ccccc21
→ 100	-1	-2	-0.9	-2	16	-16	-1	-8	6	1
> C=CC(COCc1ccccc1)N(Cc1ccc(OC)cc1)S(=O)(=O)c1ccccc1Br (configuration not stated)
→ 105	2	-2	-1.0	-5	-8	8	-9	7	-6	/
> Cc1ccc(OCC(=O)N/N=C/c2ccncc2)cc1C
→ /	7	2	-1.1	-5	11	-11	-15	-7	5	1
> CC(NC(=S)NCCN1CCOCC1)C12CC3CC(CC(C3)C1)C2 (configuration not stated)
→ /	/	9	-0.7	-4	17	-17	24	24	/	-2
> COc1cccc(NC(=O)CN(C)C(C)C(=O)Nc2cc([N+](=O)[O-])ccc2Cl)c1 (configuration not stated)
→ 116	-6	-3	1.2	-11	-32	32	79	22	-2	40
> O=S(CCc1ccncc1)Cc1ccccc1 (configuration not stated)
→ 128	-5	3	-0.6	-1	28	-28	0	31	5	-3
> CC(=O)Nc1ccc(Nc2cc(C)nc3ccccc23)cc1
→ 94	-3	/	-0.4	8	7	-7	-23	26	-8	-2
> CCOc1ccc(/C=C(\C)C(=O)c2c(C)cc(C)[nH]c2=O)cc1
→ 110	2	/	1.1	-10	2	-2	11	-11	3	-1
> CCn1c2ccccc2c2nnc(SCC(=O)Nc3ccc4c(c3)OCO4)nc21
→ 94	-1	0	-3.2	-5	9	-9	3	4	0	1

# Complete entries from above:
# Results for `COC(=O)CCC(C)C1CCC2C3CCC4CC(O)CCC4(C)C3CC(O)C12C` (configuration not stated) → DSG3 Ab inh = 102; PKA-R1A activ = -4; MITF act = -1; CDK5 inh = -1.6; dFosB activator = -8; SR-BI uptake up = 6; SR-BI HDL uptake = -6; Mot1-301 SUMO = /; Arr AP2 block = 22; PKA-R2B activ = -11; NSD2 HMT inh = /
# Results for `CC(NC(=S)NCCN1CCOCC1)C12CC3CC(CC(C3)C1)C2` (configuration not stated) → DSG3 Ab inh = /; PKA-R1A activ = /; MITF act = 9; CDK5 inh = -0.7; dFosB activator = -4; SR-BI uptake up = 17; SR-BI HDL uptake = -17; Mot1-301 SUMO = 24; Arr AP2 block = 24; PKA-R2B activ = /; NSD2 HMT inh = -2
# Results for `C=CC(COCc1ccccc1)N(Cc1ccc(OC)cc1)S(=O)(=O)c1ccccc1Br` (configuration not stated) → DSG3 Ab inh = 105; PKA-R1A activ = 2; MITF act = -2; CDK5 inh = -1.0; dFosB activator = -5; SR-BI uptake up = -8; SR-BI HDL uptake = 8; Mot1-301 SUMO = -9; Arr AP2 block = 7; PKA-R2B activ = -6; NSD2 HMT inh = /

# (next part)
# Every second line gives: DSG3 Ab inh	PKA-R1A activ	MITF act	CDK5 inh	dFosB activator	SR-BI uptake up	SR-BI HDL uptake	Mot1-301 SUMO	Arr AP2 block	PKA-R2B activ	NSD2 HMT inh
> O=C(CNS(=O)(=O)c1cccs1)N1CCc2ccccc2C1
→ 101	-6	36	2.5	-2	7	-7	-15	-15	3	/
> COc1ccc(OCC(O)CN2CCN(CC(O)COc3ccc(OC)cc3)CC2)cc1 (configuration not stated)
→ 105	-10	5	1.9	0	-11	11	-15	6	-8	1
> COc1ccc(/C=N/NC(=O)Cn2nnc3ccccc32)cc1OC
→ 105	-4	5	-0.5	2	30	-30	27	1	0	0
> COc1ccc(/C=N/NC(=O)CN2CCSCC2)c(OC)c1
→ 96	-4	-5	-1.3	5	6	-6	2	12	-7	-1
> COc1ccc(N2CC(NC(=O)NCCC(C)C)CC2=O)cc1 (configuration not stated)
→ 100	-1	-8	0.4	-5	7	-7	4	21	2	4
> C=C(C)c1cccc(C(C)(C)NC(=O)N2CCN(CC(N)=O)CC2)c1
→ /	-11	-5	-0.3	-1	/	/	11	-3	-9	0
> COc1ccc(N(C(=O)Cn2nnc(-c3ccc(F)cc3)n2)C(C)C(=O)NC2CCCC2)cc1 (configuration not stated)
→ /	1	-8	-5.5	-6	11	-11	29	-1	2	-5
> Cc1ccccc1NC(=O)Cn1nnc2sc3c(c2c1=O)CC(C)(C)OC3
→ 112	-8	0	2.4	-6	-17	17	2	3	4	-5
> COc1ccc(C2SCC(=O)N2CC23CC4CC(CC(C4)C2)C3)cc1 (configuration not stated)
→ 104	1	12	-0.9	-13	11	-11	6	6	-7	-4
